Screens deposited in PubChem by Broad Institute.
ERp5 block – inhibitors of human ERp5 | Q15084 | ERp5 insulin aggregation, absorbance 650 nm, 90 min | inhibition, % at 9.99 µM | hit rate 0.05% among 350,000 | AID 651711;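 active = mean replicate inhibition above about 25%, with every replicate also reaching it, limit read from the data, passing the limit was not always enough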
Target sequence (Q15084 whole entry, looked up): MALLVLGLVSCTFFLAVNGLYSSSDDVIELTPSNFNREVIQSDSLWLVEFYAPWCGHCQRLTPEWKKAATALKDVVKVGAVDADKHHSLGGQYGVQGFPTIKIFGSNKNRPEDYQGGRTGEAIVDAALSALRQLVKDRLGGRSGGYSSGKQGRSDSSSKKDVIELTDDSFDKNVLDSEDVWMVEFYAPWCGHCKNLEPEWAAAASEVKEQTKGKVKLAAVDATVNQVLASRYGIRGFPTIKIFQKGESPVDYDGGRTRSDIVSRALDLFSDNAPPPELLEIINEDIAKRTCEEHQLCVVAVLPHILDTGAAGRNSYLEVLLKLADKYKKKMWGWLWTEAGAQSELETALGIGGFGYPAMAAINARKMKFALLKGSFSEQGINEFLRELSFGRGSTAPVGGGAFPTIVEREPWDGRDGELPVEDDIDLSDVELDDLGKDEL
esBAF inh – blocks esBAF chromatin remodeling in mouse ES cells. hit rate 2% among 350,000. Bmi1-luciferase knock-in reporter, 24 h; 100% = twice the neutral-well signal. reporter increase, % at 12.5 µM. AID 602393; in the data active = activation above about 40%;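 note: 0% = median of the plate's neutral control wells and 100% = double that signal; a rise in the Bmi1 reporter signal indicates esBAF inhibition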
RAD52 inh – inhibitors of human RAD52 DNA annealing | recombinant RAD52 DNA annealing, FRET fluorescence | inhibition, % at 18.7 µM | hit rate 0.46% among 360,000 | AID 651710;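 active = every replicate showing at least 50% inhibition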
PglD inh – blocks C. jejuni PglD acetyltransferase activity; purified PglD enzyme, DTNB colorimetric CoA detection; hit rate 0.098% among 360,000; inhibition, % at 12.5 µM; AID 602405; in the data active = inhibition above about 16%, passing the limit was not always enough; note: strong numbers were not always called active
Casp6 inh – caspase-6 (human) enzyme inhibition; hit rate 0.53% among 350,000; inhibition, % at 12.5 µM; AID 686996; purified caspase-6, Z-VEID-R110 cleavage fluorescence; P55212;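 active = mean inhibition across replicates at least about 35%, with every replicate also reaching that limit, limit read from the data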;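 note: 0% = median of neutral control wells and 100% = no fluorescence left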
Target sequence (P55212 24-179 limits assumed): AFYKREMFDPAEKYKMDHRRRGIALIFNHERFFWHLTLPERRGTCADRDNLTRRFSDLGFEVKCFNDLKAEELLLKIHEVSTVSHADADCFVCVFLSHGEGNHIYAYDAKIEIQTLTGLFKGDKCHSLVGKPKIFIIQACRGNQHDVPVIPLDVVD
Target sequence (P55212 194-293 limits assumed): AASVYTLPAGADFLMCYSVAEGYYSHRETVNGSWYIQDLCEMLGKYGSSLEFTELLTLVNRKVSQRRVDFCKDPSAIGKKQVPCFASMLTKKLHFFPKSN
E-sel inducer – E-selectin induction on HUVECs. P16581. HUVEC E-selectin immunofluorescence imaging; normalized: neutral wells 0, TNF-alpha wells 100. activation, % at 7.58 µM. hit rate 0.37% among 260,000. AID 686992;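 active = mean E-selectin-positive cell signal at least 10% of the positive control, reached in at least 60% of replicates, without over 20% cell loss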;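 note: in these data hits start at about 27%; measured in HUVEC primary endothelial cells; signal is the percent of cells scored E-selectin positive by PE staining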
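System: HUVEC, human umbilical vein endothelial cells; quantity: 3,000 cells/well; buffer or medium: EGM-2 medium, gelatin-coated wells; dosing: single-point compound dose; detection: immunofluorescence imaging; evaluation: % PE-positive cells; benchmarks: TNF-alpha, DMSO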
RAD54 branch – blocks human RAD54 Holliday junction branch migration; Q92698; FAM/BHQ fluorescence; inhibition, % at 10.4 µM; hit rate 0.14% among 360,000; AID 602329;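 active = mean normalized replicate activity at least 40 and at least half of replicates scoring 40 or more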;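 note: 0% = median of neutral control wells and 100% = median of positive control wells; inhibitors cause a drop in the FAM fluorescence signal; in these data hits start at about 50%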
ARNT-TACC3 inh – ARNT/TACC3 interaction disruption. Q9Y6A5. AlphaScreen His-ARNT PAS-B/GST-TACC3 binding, luminescence; TACC3 fragment carries E629A point mutation. inhibition, % at 9.99 µM. hit rate 0.66% among 390,000;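 active = mean inhibition of replicates at least 50% and at least half of replicates each reaching 50%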;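 note: 0% = complete ARNT plus TACC3 wells and 100% = ARNT alone without TACC3; many hits fall short of the cut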
The depositor's hits bear a star; . = no result given; & = joins results of further samples. No enrichment for hits. About 3.2% of those tested had a hit in this group.

Fields: ERp5 block	esBAF inh	RAD52 inh	PglD inh	Casp6 inh	E-sel inducer	RAD54 branch	ARNT-TACC3 inh
C[C@H]1CN([C@@H](C)CO)C(=O)CCCn2nncc2CO[C@@H]1CN(C)Cc1cccc(C(F)(F)F)c1
→ 2.0&2.1	-5.9&2.1	-5.9&-0.7	2.5&-2.2	-3.1&-1.0	0.0&0.2	1.5&-3.5	13.5
CO[C@@H]1CN(C)C(=O)c2cc(NS(C)(=O)=O)ccc2OC[C@H](C)N(C(=O)CC2CC2)C[C@H]1C
→ -6.8	-3.0	-2.0	-1.1	0.7	-0.3	10.2	-6.7
COc1ccc(S(=O)(=O)Nc2ccc3c(c2)C(=O)N([C@H](C)CO)C[C@H](C)[C@@H](CN(C)C(=O)Nc2ccc4c(c2)OCO4)OCCCC[C@@H](C)O3)cc1
→ -5.3	-4.0	8.0	0.5	-1.2	-0.1	0.6	-9.1
Cc1ccc(-c2cnc3c(c2)C(=O)N([C@H](C)CO)C[C@H](C)[C@H](CN(C)C(=O)Cc2cccnc2)O3)cc1
→ -2.3	-7.0	25.9	0.0	-4.8	1.1	6.8	-21.6
Cc1ccc(-n2cc(CN3CCCN(C=O)CC3)c(-c3ccc(F)cc3)n2)cc1
→ 3.9	5.6	-11.2	.	-3.4	-0.6	.	5.8
COc1ccc2c3c([nH]c2c1)[C@@H](CO)N(C(=O)c1ccncc1)CC31CN(C)C1
→ 0.8	.	22.5	.	-0.3	0.0	.	.
COc1ccccc1NC(=O)N(C)C[C@@H]1OCc2ccccc2-c2c(n(C)c3ccccc23)C(=O)N([C@@H](C)CO)C[C@@H]1C
→ -1.4	9.8	18.5	-0.7	-0.5	-0.5	-3.3	0.6
O=C(Nc1cccc(NC(=O)c2cccc(F)c2)c1)c1ccccc1
→ 2.6	-1.7	-5.6	3.0	.	-0.1	7.1	-0.6
CSc1cccc(NS(=O)(=O)c2cc(Br)cnc2N)c1
→ 4.2	0.0	-12.9	-2.2	-1.0	.	-11.6	6.4
COc1ccc([C@@H](C)NC(=O)CCc2nnc(-c3cc(C)on3)o2)cc1
→ -4.3	.	-25.2	.	-4.1	.	.	-3.8

Going on with the list:
Fields: ERp5 block	esBAF inh	RAD52 inh	PglD inh	Casp6 inh	E-sel inducer	RAD54 branch	ARNT-TACC3 inh
COc1ccccc1NC(=S)N(c1ccccc1)C(C)C
→ 0.1	-0.6	-7.0	4.4	-2.2	-2.0	-2.9	.
NC(=S)c1csc(CCNC(=O)c2ccccc2)n1
→ 5.4	-2.8	4.5	-1.3	-2.7	.	6.1	.
CN1CCN(Cc2nc3c(c(=O)[nH]c(=O)n3C)n2Cc2c(F)cccc2Cl)CC1
→ -3.7	-2.5	-7.9	.	-2.4	0.0	-0.5	-3.5
O=C(N/N=C/c1ccccc1O)c1cc[n+]([O-])cc1
→ -2.9	-12.4	-14.3	-0.1	-4.1	0.2	2.8	63.4*
C[C@@H]1CN([C@H](C)CO)C(=O)c2cccc(NS(=O)(=O)c3ccccc3)c2O[C@H]1CN(C)C(=O)Nc1ccc2c(c1)OCO2
→ -3.4	12.5	3.6	1.0	-0.2	0.0	-1.9	-2.9
COc1ccc(CCC(=O)N2CCCC(Nc3ccccc3)C2)cc1OC (centres undefined)
→ -14.2	-5.7	2.0	4.1	-2.2	-0.1	-4.1	20.5
O=C(C1=C[C@@H](c2ccccc2)C[C@@H](OCc2ccc(CO)cc2)O1)N1CCCCCCC1
→ -4.5	9.6	-94.2	-5.7	-1.1	-0.1	4.2	6.1
CCCC(=O)Nc1nc2ccc(S(N)(=O)=O)cc2s1
→ 1.9	14.2	-5.8	-4.9	2.0	-0.1	-7.9	-1.3
CCOC(=O)CSc1nnc(NCC(=O)OC)c(=O)[nH]1
→ .	-8.6	.	-1.3	.	.	-7.4	-1.6
CCc1cc(=O)[nH]c(SCCC(F)=C(F)F)n1
→ 3.4	1.9	-4.7	-0.8	2.2	.	3.4	10.1

(further entries)
Fields: ERp5 block	esBAF inh	RAD52 inh	PglD inh	Casp6 inh	E-sel inducer	RAD54 branch	ARNT-TACC3 inh
C[C@H]1CN([C@@H](C)CO)S(=O)(=O)c2ccc(-c3cncnc3)cc2O[C@@H]1CN(C)C(=O)Cc1ccncc1
→ 4.6	4.0	-20.7	-4.2	-2.6	-0.2	5.7	-10.8
COc1ccccc1CNC(=O)COC(=O)c1cc(-c2ccco2)nc2ccccc12
→ .	-2.6	.	7.1	.	.	-14.8	-3.7
CCCNC(=O)N1C[C@@H](O)COC[C@H]2O[C@H](CC(=O)N3CCOCC3)CC[C@@H]21
→ 1.0	-2.0	3.5	1.3	-1.6	0.0	-3.4	-35.3
Cn1cnc(CCNC(=O)C[C@@H]2CC[C@@H]3[C@H](COC[C@@H](O)CN3C(=O)Nc3ccccc3)O2)c1
→ -3.0	-3.4	5.1	-2.8	-2.0	0.1	-3.6	-0.1
COc1ccc(CC(=O)N/N=C/c2c(C)n(C)c3ccccc23)cc1OC
→ -2.9	.	-11.8	2.1	-4.5	0.4	-0.3	.
CN(NC(=O)C(=O)NCc1ccco1)C(=O)Nc1ccc(Cl)cc1
→ -2.7	.	-5.4	.	1.6	0.0	.	.
CCOC(=O)Cc1csc(NC(=O)c2ccc(C)c(S(=O)(=O)N3CCOCC3)c2)n1
→ -1.7	-1.8	-26.6	4.0	-0.4	.	2.9	27.1
CCSc1ccc([C@@H]2[C@@H]3C(=O)N(CC)C(=O)[C@@H]3[C@]3(C(=O)OC)CCCCN23)cc1OC
→ 2.4	-5.7	-18.3	-3.4	4.6	0.5	-7.2	28.2
O=C(Nc1ccccc1)/C(=C\c1ccco1)NC(=O)c1ccco1
→ 3.5	-2.4	-33.6	2.2	6.0	0.6	-3.1	2.7
CC1(C(=O)NS(=O)(=O)c2ccc3ccccc3c2)CCN1C(=O)C1(c2ccc(Cl)cc2)CCC1 (centres undefined)
→ -1.9	6.2	-11.6	2.9	5.5	-0.1	2.9	.

Going on with the list.
Fields: ERp5 block	esBAF inh	RAD52 inh	PglD inh	Casp6 inh	E-sel inducer	RAD54 branch	ARNT-TACC3 inh
COC(=O)C1=C(C)N(Cc2cccc(C(F)(F)F)c2)C(=NCc2ccccc2)NC1c1ccc(Cl)cc1 (centres undefined)
→ 4.5	.	-11.3	.	5.8	-0.4	.	.
N#C[C@H]1[C@@H](c2ccc(C#CC3CC3)cc2)[C@@H](CO)N1C(=O)c1cccc(F)c1
→ 1.0	5.6	2.9	0.2	0.8	1.1	-1.9	-3.3
C[C@H]1CCCCO[C@@H](CN(C)Cc2ccncc2)[C@@H](C)CN([C@@H](C)CO)C(=O)c2cc(NC(=O)c3ccncc3)ccc2O1
→ -1.7	.	-9.3	-0.6	-2.3	0.1	1.0	-4.5
COc1ccccc1N1CCN(C(=O)CN(C2CCCCC2)S(C)(=O)=O)CC1
→ -1.6	-9.0	2.8	.	-0.1	1.6	.	3.6
Cc1c(O)ccc(C(=O)CN2C(=O)c3ccccc3C2=O)c1O
→ .	-1.9	.	1.0	.	.	-15.4	2.4
O=C(COc1ccc(Br)cc1CO)N1CCCc2ccccc21
→ 3.7	-2.5	-24.9	10.1	0.3	.	2.7	-0.6
C[C@H]1CN([C@@H](C)CO)C(=O)Cc2cc(NS(=O)(=O)c3ccc(F)cc3)ccc2O[C@@H]1CN(C)CC1CC1
→ -2.5	-0.1	-1.8	0.1	-1.6	0.2	7.8	-0.6
CC(=O)Nc1cccc(-c2ccnc3c2CC(C)(C(=O)Nc2ccc(C(C)C)cc2)O3)c1 (centres undefined)
→ 0.5	3.9	-4.0	0.0	4.7	0.5	-0.3	.
CN(CC(=O)Nc1ccc(S(=O)(=O)N2CCCC2)cc1)CC(=O)Nc1cccc(F)c1
→ -0.9	6.9	58.3*	2.7	4.3	0.0	-1.9	-1.9
CCC/C(=N\NC(=O)c1ccc(OC)c(OC)c1)c1ccccc1
→ 6.7	.	-18.9	.	5.8	-0.1	.	5.6

More records.
Fields: ERp5 block	esBAF inh	RAD52 inh	PglD inh	Casp6 inh	E-sel inducer	RAD54 branch	ARNT-TACC3 inh
O=C(Nc1ccc(Cl)cc1C(=O)NCC1CCCO1)c1ccc(Cl)cc1Cl (centres undefined)
→ -0.5	-1.6	5.2	-3.7	-1.6	0.2	2.1	-6.1
CCOC(=O)C1CCN(C(=O)c2cccnc2Cl)CC1
→ .	-3.0	.	-3.0	.	.	-5.2	-3.4
Cc1ccccc1SCC(=O)Nc1cc(S(=O)(=O)N2CCOCC2)ccc1N1CCOCC1
→ -0.3	.	4.3	0.5	-1.1	.	-0.9	0.4
CCn1c(-c2ccc3ncccc3c2)n[nH]c1=S
→ .	-4.0	.	-4.9	.	.	-1.1	-6.1
O=C(c1noc2c1CCc1ccccc1-2)N1CCOCC1
→ .	26.2	.	-9.6	.	.	-4.8	-6.6
CN(C)S(=O)(=O)N1CCN(c2ccccc2Cl)CC1
→ 1.1	2.1	-6.2	-0.5	2.9	.	-2.5	-0.9
C[C@H](CO)N1C[C@H](C)[C@H](CN(C)Cc2ccc(C(F)(F)F)cc2)Oc2ccc(NS(C)(=O)=O)cc2C1=O
→ -10.1	2.8	0.9	0.4	0.3	1.4	-1.1	31.1
COc1cccc(-c2cc(=O)[nH][nH]2)c1
→ -10.3	.	-8.9	.	1.3	.	.	2.3
COc1cccc(NC(=S)NCc2ccc3c(c2)cc(C)n3C)c1
→ 0.0	.	2.9	.	-0.5	0.2	.	-5.0
CCOC(=O)C(Cc1ccccc1)C(=O)c1ccco1 (centres undefined)
→ 3.3	7.0	-7.4	3.7	-5.1	-0.1	-6.9	16.8

Next section
Fields: ERp5 block	esBAF inh	RAD52 inh	PglD inh	Casp6 inh	E-sel inducer	RAD54 branch	ARNT-TACC3 inh
Cc1ccc(-c2nnc(-c3ccccc3S(=O)(=O)Cc3ccc(Cl)cc3)o2)cc1
→ .	-7.0	.	5.7	.	.	-4.7	-15.0
O=C(CSc1nnc(-c2ccc(Br)cc2)o1)Nc1cccc2ccccc12
→ -2.2	-1.7	-0.8	4.1	-4.1	.	3.6	5.5
CCC(=O)N(C)C[C@@H]1[C@@H](c2ccc(C3=CCCC3)cc2)[C@H](CO)N1C(=O)CC
→ 16.0	-2.2	-10.2	1.3	0.9	0.0	1.5	0.2
COc1ccc(CC(=O)Nc2c(C(=O)N3CCN(c4ccccc4)CC3)oc3ccccc23)cc1OC
→ 2.7	-6.1	-17.5	-2.1	-7.4	.	2.4	12.5
CCc1ccc2nc(SCC(=O)NCC3CCCO3)c(C#N)cc2c1 (centres undefined)
→ -10.5	13.6	-16.5	.	1.4	-0.2	.	-4.5
COc1ccccc1N(C)S(=O)(=O)c1ccc(C(=O)N(C)Cc2ccc(Cl)s2)cc1
→ 4.3	-4.8	-17.2	-0.2	-1.3	-0.1	-8.8	7.4
CC(=O)N(Cc1cccnc1)Cc1cc2ccccc2[nH]c1=O
→ .	-6.8	.	0.5	.	.	-16.5	-15.4
Cc1occc1C(=O)Nc1cccc([N+](=O)[O-])c1C
→ -5.0	.	-1.1	.	-4.1	0.6	.	-8.2
